Screening data: PubChem, several laboratories
Mcl-1 Bim block: inhibitors of Bim-Mcl-1 interaction, human | Bead-based flow cytometry, Bim peptide-Mcl-1 binding | inhibition, % at 10 µM | 190,000 tested, 0.1% active | Q07820 | AID 1009; in the data active means inhibition above about 40%;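 further: 0% = no compound tracer wells and 100% = peptide blocker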
Target sequence (Q07820 whole entry, looked up): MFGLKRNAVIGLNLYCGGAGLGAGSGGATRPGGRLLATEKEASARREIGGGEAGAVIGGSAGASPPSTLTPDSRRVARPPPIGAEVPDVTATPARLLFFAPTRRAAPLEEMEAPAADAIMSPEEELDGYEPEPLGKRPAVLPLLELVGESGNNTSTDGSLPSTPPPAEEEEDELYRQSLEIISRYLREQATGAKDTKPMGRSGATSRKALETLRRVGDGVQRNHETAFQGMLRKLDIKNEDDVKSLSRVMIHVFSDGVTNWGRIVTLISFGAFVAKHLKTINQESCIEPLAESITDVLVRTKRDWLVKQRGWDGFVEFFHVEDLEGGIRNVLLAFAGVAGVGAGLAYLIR
Avidin bead fluor: avidin bead compound fluorescence profile; Avidin beads, compound fluorescence 488/530 nm, flow cytometry; active compounds read high; fluorescence (KMESF) at 10 µM; 220,000 tested, 0.38% active; AID 1775; in the data active means fluorescence above about 47; further: inactives centre near 10
Rab2 wt GTP: changes GTP binding to wildtype dog Rab2A, up or down; GTP binding activity, % at 10 µM; AID 760; GST-Rab2 wt beads, Bodipy-GTP binding, flow cytometry; P61105; 190,000 tested, 0.19% active;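 active means GTP binding activity at least 20 points away from 100%, either lowered or raised; inconclusive means signal likely due to the compound's own green fluorescence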;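 further: 0% = beads with excess unlabeled GTP and 100% = no-compound control corrected for plate trend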
Mcl1-Noxa inh: disrupts binding of human Mcl-1 to Noxa peptide; Q07820; TR-FRET Mcl-1/Noxa peptide binding, 2 h; inhibition, % at 21.7 µM; 220,000 tested, 1.5% active;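 active means compounds that cut the protein-peptide binding signal by more than 50% relative to plate controls in a single-dose test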;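 further: His-tagged Mcl-1 with rhodamine Noxa BH3 peptide and terbium anti-His antibody; 0% = Mcl-1 plus Noxa peptide wells and 100% = peptide-only wells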
Rac1 wt modul: human Rac1 wildtype GTP binding, inhibitors and activators. GTP binding activity (% of control), % at 10 µM. AID 757. P63000. 190,000 tested, 0.27% active. GST-Rac1 beads, fluorescent GTP binding, flow cytometry; actives lie on both sides; 0 = cold GTP competed, 100 = untreated;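 active means GTP binding activity at least 20 points away from the 100% control level, either lower or higher; inconclusive means compound flagged as likely green fluorescent, judged across all proteins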
Pf gametocyte: kills late stage P. falciparum gametocytes. P. falciparum stage V gametocytes, ATP luminescence, 24 h. inhibition, % at 10.9 µM. 150,000 tested, 0.065% active. AID 743093;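 active means inhibition above the mean plus 3 SD of compounds within the control limits, set per campaign, cut at about 38% in these data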;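 further: 0% = DMSO wells and 100% = medium only without gametocytes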
Mcl1-Bid inh: disrupts binding of human Mcl-1 to Bid peptide; Q07820; TR-FRET Mcl-1/Bid-Dy647 peptide binding, 1536-well; inhibition, % at 21.7 µM; 220,000 tested, 0.97% active; AID 1021;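 active means compounds that cut the binding signal by more than half at the single screening dose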;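 further: His-tagged Mcl-1 with europium anti-His antibody binding Bid BH3 peptide; 0% = Mcl-1 plus peptide wells and 100% = peptide-only wells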
Rab7 wt GTP bind: modulators of GTP binding to dog Rab7 wildtype GTPase; GTP binding activity (percent of control), % at 10 µM; GST-Rab7 beads, fluorescent GTP binding, flow cytometry; actives lie on both sides; untreated = 100%, excess cold GTP = 0%; 190,000 tested, 0.055% active;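 active means fluorescent GTP binding to Rab7 beads changed by at least 20 points from the 100% baseline, either direction, mostly lower; inconclusive means compound itself probably fluorescent, or too few beads counted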;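 further: median green fluorescence of bound Bodipy-FL-GTP per Rab7 bead population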
HRas wt GTP: changes GTP binding to wildtype human HRas | 190,000 tested, 0.14% active | GST-Ras wt beads, Bodipy-FL-GTP binding, flow cytometry; actives lie on both sides | GTP binding activity, % at 10 µM | P01112 | AID 759;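 active means GTP binding activity at least 20% away from the 100% baseline, either lowered as inhibitor or raised as activator; inconclusive means flagged as likely green fluorescent, judged across all proteins in the well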;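 further: 0% = unlabeled GTP competition control and 100% = no-compound control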
Target sequence (P01112 whole entry, looked up): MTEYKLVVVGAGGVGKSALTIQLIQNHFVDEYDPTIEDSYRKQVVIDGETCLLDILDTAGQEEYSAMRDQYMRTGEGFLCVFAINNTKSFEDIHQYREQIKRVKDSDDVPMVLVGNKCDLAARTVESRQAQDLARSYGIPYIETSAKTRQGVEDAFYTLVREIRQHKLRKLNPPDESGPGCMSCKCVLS
Cdc42 wt GTP: human Cdc42 wildtype GTP binding change, either direction. 190,000 tested, 0.2% active. GST-Cdc42 beads, Bodipy-GTP binding, flow cytometry; actives lie on both sides. AID 761. P60953. percent activity (GTP binding), % at 10 µM;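 active means percent activity GTP binding at least 20 points away from the 100% baseline, either down as inhibitor or up as activator; inconclusive means compound flagged as likely green fluorescent from well-wide comparison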;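 further: median bead fluorescence of bound Bodipy-FL-GTP at 100 nM; 0% = excess unlabeled GTP control and 100% = no compound control; below 100% means less GTP binding so inhibitor and above means activator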
Target sequence (P60953 whole entry, looked up): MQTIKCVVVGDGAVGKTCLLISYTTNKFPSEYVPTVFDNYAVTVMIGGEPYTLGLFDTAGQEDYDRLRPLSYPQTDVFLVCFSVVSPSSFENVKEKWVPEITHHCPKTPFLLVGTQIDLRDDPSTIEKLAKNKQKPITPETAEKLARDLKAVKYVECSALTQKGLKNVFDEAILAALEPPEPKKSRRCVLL
Rac1 mut GTP: modulators of GTP binding to human Rac1 activated mutant. P63000. 190,000 tested, 0.11% active. GST-Rac1 activated beads, fluorescent GTP binding, flow cytometry; actives lie on both sides; 100% means binding = to untreated wells. percent activity (GTP binding), % at 10 µM;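 active means GTP binding at least 20 percentage points away from the 100% baseline, in either direction, so actives lie on both sides; inconclusive means Compound likely fluorescent itself, or too few beads counted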
An asterisk follows results filed as active; ? = inconclusive; / = no result given.

The line under a structure holds: Rab2 wt GTP	HRas wt GTP	Pf gametocyte	Avidin bead fluor	Mcl1-Bid inh	Rac1 mut GTP	Rab7 wt GTP bind	Mcl1-Noxa inh	Mcl-1 Bim block	Rac1 wt modul	Cdc42 wt GTP
- O=C(NCCCN1CCOCC1)C1CC(=O)N(CCc2ccccc2)C1 (centres undefined)
 : 98	95	/	5	-12	95	99	-8	-2	97	98
- Cc1ccc(NC(=O)C2CCCN(S(=O)(=O)c3cnc[nH]3)C2)cc1F (centres undefined)
 : 98	98	/	3	-9	95	100	25	4	97	97
- CN=C1c2cc3cc(OC)ccc3n2CCN1C
 : 103	101	-72	4	-13	100	96	4	2	103	102
- Cc1ccc(-c2[nH]ncc2/C=C(\C#N)C(=O)NC2CCCCC2)cc1
 : 100	101	/	11	-4	100	98	-12	-5	102	100
- Cc1ccc(NC(=O)CSc2cccc[n+]2[O-])c([N+](=O)[O-])c1
 : 93	96	/	11	-11	97	98	1	-4	100	95
- Cc1c(-c2nc(N)nc(Nc3ccc(F)cc3)n2)oc2ccccc12
 : 100	98	4	13	-40	100	95	17	0	102	98
- CCCCCCCNC1=CC(=O)CC(c2ccco2)C1 (centres undefined)
 : 100	100	/	5	-48	98	105	11	-5	102	99
- Cc1ccc(/C=N/NC(=O)c2cccnc2)o1
 : 101	101	-16	12	-7	101	99	8	1	104	105
- O=C(COC(=O)Cc1cn2ccsc2n1)NCc1ccc2c(c1)OCO2
 : 108	104	19	13	-52	98	106	18	1	103	104
- CCN(CC)S(=O)(=O)c1cc(NC(=O)CNc2c(C)n(C)n(-c3ccccc3)c2=O)ccc1C
 : 94	97	-18	10	-22	97	94	1	0	100	94
- O=C(NCCCn1ccnc1)c1noc2c1CCCC2
 : ?	?	/	11	-45	?	?	3	-1	?	?
- CN1CCN(c2ccccc2NC(=O)Cc2cn(C)c3ccccc23)CC1
 : 101	102	/	6	-42	97	104	13	0	105	103
- CC(C)OC(=O)c1nnc(-c2ccccc2)nc1OC(C)C
 : 99	98	-5	8	-11	97	97	6	-1	99	101
- CCOC(=O)c1cnc2[nH]c3ccccc3n2c1=O
 : 95	96	13	28	11	93	94	22	-2	100	98
- Cn1cnnc1Sc1cc(N2CCN(S(=O)(=O)c3ccc(Cl)c(Cl)c3)CC2)ccc1[N+](=O)[O-]
 : 97	99	/	6	-8	96	97	8	3	100	96

(cont.)
The line under a structure holds: Rab2 wt GTP	HRas wt GTP	Pf gametocyte	Avidin bead fluor	Mcl1-Bid inh	Rac1 mut GTP	Rab7 wt GTP bind	Mcl1-Noxa inh	Mcl-1 Bim block	Rac1 wt modul	Cdc42 wt GTP
- Cc1cc2c(=O)n(C)c(SCC(=O)c3cc4ccccc4o3)nc2s1
 : 94	96	/	38	6	92	95	-3	-1	93	95
- CSc1ccccc1NC(=O)CN1CC(C)OC(C)C1 (centres undefined)
 : 101	99	-3	13	-35	97	103	3	0	98	99
- Cc1cccc(NC2=C(Cl)C(=O)OC2NC(=O)c2ccccc2)c1 (centres undefined)
 : 97	99	/	9	-15	97	102	12	2	99	98
- CC1CN(C(=O)c2ccccc2)c2ccccc2NC1=O (centres undefined)
 : 97	99	7	3	-4	97	101	23	-4	100	101
- Cc1ccc(S(=O)(=O)NCC2NCCc3ccccc32)cc1 (centres undefined)
 : 95	93	-4	25	-19	94	91	0	-1	97	93
- CSc1ccc(C2CC(=O)Nc3nc(SC)[nH]c(=O)c32)cc1 (centres undefined)
 : 95	94	10	18	-30	91	101	-10	0	93	92
- Cc1ccc(CNC(=O)Nc2cccs2)cc1
 : 92	95	/	8	-39	92	94	-11	0	92	96
- CCC(C)(C)n1nnnc1C(c1ccc(O)c(OC)c1)N1CCN(c2nc3ccccc3s2)CC1 (centres undefined)
 : 93	96	-1	7	13	94	97	68*	-2	93	94
- Cn1cccc1C(=O)NC(=O)CSc1nc2ccccc2s1
 : 95	96	14	11	-33	96	100	32	-2	98	96
- Cc1ccc(C(=O)c2cc(C)sc2N)cc1
 : 101	102	/	7	-63	95	104	16	-7	102	96
- COc1cc(C2OC(c3cc(OC)c(OC)c(OC)c3)C(C)C2C)cc(OC)c1OC (centres undefined)
 : 99	100	/	7	4	97	105	-6	0	103	99
- Cc1ccc(NC(=O)C(=O)NCc2ccc(/C=N/NC(=O)c3c(C)nc4cc(C)ccn34)o2)cc1
 : 98	100	-20	22	17	99	99	34	-1	104	102
- C=CCn1c(O)c(N=NC(=O)CNC(=O)c2ccco2)c2ccccc21
 : 102	101	10	13	-8	102	103	11	-1	107	106
- Cc1ccc(Sc2nnc(Cc3ccccc3)c3ccccc23)cc1
 : 98	98	/	8	-5	97	95	-3	1	98	99
- O=C(NCCCN1CCOCC1)C(C(=O)c1ccccc1)n1ccccc1=O (centres undefined)
 : 100	100	/	18	-65	100	98	11	1	98	99

Carrying on:
The line under a structure holds: Rab2 wt GTP	HRas wt GTP	Pf gametocyte	Avidin bead fluor	Mcl1-Bid inh	Rac1 mut GTP	Rab7 wt GTP bind	Mcl1-Noxa inh	Mcl-1 Bim block	Rac1 wt modul	Cdc42 wt GTP
- Cc1ccc(S(=O)(=O)Nc2ccccc2CNc2ncc(Br)cc2Br)cc1
 : 98	101	-3	16	4	98	100	14	-2	105	100
- O=C(CSc1ccsc1[N+](=O)[O-])NCCc1ccc(Cl)cc1
 : 95	98	-1	9	-29	97	97	19	1	99	96
- O=C(ONC1=NCCCCC1)c1cccc([N+](=O)[O-])c1
 : 97	96	1	8	1	96	104	0	-3	95	97
- CN(C)Cc1nc2ccccc2c(=O)n1Cc1nc(C(C)(C)C)cs1
 : 101	99	-15	4	-8	97	96	12	-2	97	98
- Cc1ccc(SCc2ccc(C(=O)Nc3ccccc3Br)cc2)cc1
 : ?	?	-24	8	-52	?	?	-32	-9	?	?
- Cc1cccc(Sc2c([N+](=O)[O-])ncn2C)n1
 : 99	103	23	22	-59	103	96	8	0	105	107
- CC(C)CCN1CCN(Cc2cccn2-c2nccs2)CC1CCO (centres undefined)
 : 99	101	1	13	-30	98	100	3	1	101	99
- CCS(=O)(=O)N1Cc2ccccc2CC1C(=O)Nc1nc2ccccc2[nH]1 (centres undefined)
 : 98	97	/	14	-21	96	97	-3	-1	94	97
- COc1ccccc1-n1nc(C(=O)Nc2ccc3c(c2)OCO3)c2ccccc2c1=O
 : 99	99	5	31	16	98	102	26	-1	103	100
- Cc1ccc(C#CC[N+](C)(C)CC#Cc2ccccc2)cc1
 : 100	99	-10	12	-16	98	105	22	-1	101	98
- Cn1c(C(=O)OC(C(=O)NC2CCCC2)c2ccncc2)cc2sccc21 (centres undefined)
 : 100	103	/	14	0	101	103	-6	0	109	104
- O=C(Nc1ccc2nn(-c3ccccc3)nc2c1)c1ccc(Br)o1
 : 94	96	6	36	32	95	96	18	-7	94	92
- Cc1ccc2[nH]c(=O)c(CN(CCCN3CCOCC3)C(=O)Nc3ccc(Cl)cc3)cc2c1
 : 96	96	-3	10	-8	94	102	5	-1	94	94
- CCC1(C)C2(C#N)C(N)=NC(OC)(OC)C12C#N (centres undefined)
 : 98	100	-3	39	-14	100	97	5	-6	102	103
- O=C1N(Cc2cccnc2)C[C@@H]2C[C@@H](c3ccccc3C#Cc3ccccc3)N3CCC[C@@]123
 : 98	99	7	1	-14	94	107	8	-3	100	98
- COCc1nnc(NC(=O)CCc2ccccc2)s1
 : 101	100	/	13	-21	99	100	19	0	105	101
- O=C(c1cc2nc(-c3ccco3)cc(C(F)(F)F)n2n1)N1CCN(Cc2ccccc2)CC1
 : 99	100	/	9	-2	98	99	-8	-1	105	101

Exported with bars between the fields: part of the list above.
SMILES | Rab2 wt GTP | HRas wt GTP | Pf gametocyte | Avidin bead fluor | Mcl1-Bid inh | Rac1 mut GTP | Rab7 wt GTP bind | Mcl1-Noxa inh | Mcl-1 Bim block | Rac1 wt modul | Cdc42 wt GTP
Cc1ccc2[nH]c(=O)c(CN(CCCN3CCOCC3)C(=O)Nc3ccc(Cl)cc3)cc2c1 | 96 | 96 | -3 | 10 | -8 | 94 | 102 | 5 | -1 | 94 | 94
CCC1(C)C2(C#N)C(N)=NC(OC)(OC)C12C#N (centres undefined) | 98 | 100 | -3 | 39 | -14 | 100 | 97 | 5 | -6 | 102 | 103
O=C1N(Cc2cccnc2)C[C@@H]2C[C@@H](c3ccccc3C#Cc3ccccc3)N3CCC[C@@]123 | 98 | 99 | 7 | 1 | -14 | 94 | 107 | 8 | -3 | 100 | 98
COCc1nnc(NC(=O)CCc2ccccc2)s1 | 101 | 100 | / | 13 | -21 | 99 | 100 | 19 | 0 | 105 | 101

One compound at a time (already shown). Order of values: Rab2 wt GTP | HRas wt GTP | Pf gametocyte | Avidin bead fluor | Mcl1-Bid inh | Rac1 mut GTP | Rab7 wt GTP bind | Mcl1-Noxa inh | Mcl-1 Bim block | Rac1 wt modul | Cdc42 wt GTP
CCS(=O)(=O)N1Cc2ccccc2CC1C(=O)Nc1nc2ccccc2[nH]1 (centres undefined) is listed with 98 | 97 | / | 14 | -21 | 96 | 97 | -3 | -1 | 94 | 97
Cc1cccc(Sc2c([N+](=O)[O-])ncn2C)n1 is listed with 99 | 103 | 23 | 22 | -59 | 103 | 96 | 8 | 0 | 105 | 107
Cc1ccc(S(=O)(=O)Nc2ccccc2CNc2ncc(Br)cc2Br)cc1 is listed with 98 | 101 | -3 | 16 | 4 | 98 | 100 | 14 | -2 | 105 | 100
